# aSyn yeast inh = alpha-synuclein toxicity inhibition in yeast | Yeast expressing alpha-synuclein, growth rescue, BacTiter-Glo, 24 h | Potency, µM (series often up to 46.1 µM), inactives show top-dose growth rescue (activation), most hits filed as activators | 370,000 compounds, 0.14% hits | AID 652106; note: potency is the fitted concentration of half-maximal effect; % of control where 0% means no effect; nearly all actives have a fitted effect of over 65% in size
#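 Rescue of yeast growth: cells expressing toxic alpha-synuclein, induced in galactose at OD600 0.02, incubated with compound 24 h at 30 C. ATP luminescence quantified growth; inhibitors of toxicity appear as activators.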
# GLP1R cytotox = cytotoxicity in counter-screen for GLP-1R inverse agonists; HEK293 cAMP-luciferase reporter cells, luminescence, 24 h; Potency, µM (top dose mostly 38.3 µM), for the others: top-dose activity change, negative = inhibition, hits mostly inhibitors; 410,000 compounds, 0.13% hits;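 note: loss of luciferase light is scored as toxicity; potency is the fitted concentration of half-maximal effect; % is set by controls: 0 for no effect and ±100 for the full control effect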
#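 To flag toxic compounds, the library was rerun on cells for 24 hr at 37 deg C and 5% CO2. Viability-linked luminescence was captured 12 min after adding luciferase detection reagent.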
# FUS suppressor = FUS proteinopathy suppression in yeast; Potency, µM (titrated, usually from 76.6 µM), for inactives: at the top dose growth rescue (activation), actives largely listed as activators; S. cerevisiae FUS-expressing, growth rescue, OD600, 24 h; AID 1347120; 390,000 compounds, 0.24% hits;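 note: potency is the fitted concentration of half-maximal effect; plate controls were DMSO vehicle for no effect and reference control for full effect; nearly all actives have a fitted effect of over 55% in size; some results filed as inactive show a strong effect at the top dose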
#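 Galactose (2%) drives FUS expression in yeast precultured in raffinose; seeding density OD 0.005. Test compounds incubated 24hr at 30C and 99% humidity before absorbance at 600 nm was measured.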
# Akt phos inh = inhibitors of Akt phosphorylation; AID 651550; 360,000 compounds, 0.32% hits; Neuro2A IGF-stimulated pAkt S473 HTRF, 20 min; hits give low values; activity change, % for hits at 50 µM; in the data active = activity change below about -80%; inconclusive = mostly about -51% to -80%; note: % is set by controls: 0 for no effect and ±100 for the full control effect
#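 Single-point screen (50 µM final compound) in Neuro2A cells stimulated 20 min with 6 nM IGF at 37 deg C. After lysis, Ser473-phosphorylated Akt read by HTRF (ex 330 nm, em 615/665 nm) as the 665/615 ratio.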
# PTHR1 agonist = agonists of human PTHR1 parathyroid hormone receptor. 410,000 compounds, 0.075% hits. Potency, µM (series often up to 115 µM), without a hit: at the highest dose activation, actives largely listed as activators. Q03431. AID 743266. HEK293 GP2 PTHR1 cells, GloSensor cAMP luminescence, 1 h; note: potency is the fitted concentration of half-maximal effect; nearly all actives have a fitted effect of over 55% in size; some results filed as inactive show a strong effect at the top dose; inactives centre near -15; many of its hits are not listed in these tables
# Target sequence (Q03431 whole entry, looked up): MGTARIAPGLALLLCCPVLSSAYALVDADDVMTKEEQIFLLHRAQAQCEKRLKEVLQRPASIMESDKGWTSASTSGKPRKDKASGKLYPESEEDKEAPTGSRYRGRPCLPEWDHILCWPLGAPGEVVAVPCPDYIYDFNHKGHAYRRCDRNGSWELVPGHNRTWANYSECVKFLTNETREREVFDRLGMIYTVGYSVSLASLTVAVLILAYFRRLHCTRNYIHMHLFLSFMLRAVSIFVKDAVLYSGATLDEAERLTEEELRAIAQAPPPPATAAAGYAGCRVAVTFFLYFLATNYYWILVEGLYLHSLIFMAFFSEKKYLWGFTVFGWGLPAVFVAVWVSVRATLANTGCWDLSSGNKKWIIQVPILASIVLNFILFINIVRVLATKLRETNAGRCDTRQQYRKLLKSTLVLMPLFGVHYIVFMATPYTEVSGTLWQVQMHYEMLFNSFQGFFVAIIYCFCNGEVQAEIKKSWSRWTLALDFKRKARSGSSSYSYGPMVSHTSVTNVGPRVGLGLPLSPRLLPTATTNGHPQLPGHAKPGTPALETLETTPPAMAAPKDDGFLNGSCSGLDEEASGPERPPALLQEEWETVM
#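 HEK-293-derived GP2 cells expressing PTHR1 and a GloSensor cAMP reporter, 3,000/well, plated overnight, given luciferin plus IBMX (each 0.5 mM as added) for 1 h at 37 °C, then compound for 1 h at 37 °C. Luminescence was read after 15 min at room temperature.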
# TDP43 rescue = inhibitors of TDP-43 toxicity in yeast | TDP-43 expressing yeast growth rescue, BacTiter-Glo, 24 h | Potency, µM (doses to about 46.1 µM), for inactives: at the highest dose growth rescue (activation), actives largely listed as activators | 410,000 compounds, 1.8% hits | AID 652104; note: potency is the fitted concentration of half-maximal effect; % of control where 0% means no effect; nearly all actives have a fitted effect of over 50% in size
#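 Cell-based yeast growth screen: TDP-43 expression induced in galactose, inoculum OD600=0.02 after raffinose pregrowth to mid-log. Read-out BacTiter-Glo luminescence at 24 hr, 30 deg C; inhibition of toxicity seen as signal increase.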
# Mm-Cpn inhibitor = inhibitors of Methanococcus maripaludis chaperonin (MmCpn); purified Mm-Cpn ATPase, ADP Transcreener TR-FRET; Potency, µM (top dose mostly 76.9 µM), for the others: at the top dose activity, negative = inhibition, actives largely listed as inhibitors; 330,000 compounds, 0.031% hits; AID 504842; note: potency is the fitted concentration of half-maximal effect; % is set by controls: 0 for no effect and ±100 for the full control effect; nearly all actives have a fitted effect of over 80% in size
#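 Quantitative HTS used 25 nM Mm-CPN and 10 uM ATP in magnesium/KCl Tris buffer, pH 7.4, with 1 mM DTT. Hydrolysis ran 30 min at 37°C; ADP was read by HTRF.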
# GLP1R inv ag = GLP-1 receptor (human) inverse agonism; AID 624417; 410,000 compounds, 1.6% hits; Potency, µM (top dose mostly 38.3 µM), inactives show top-dose activity change, negative = inhibition, hits mostly inhibitors; HEK293 GLP-1R CRE-luciferase, luminescence, 24 h; GLP-1R form is constitutively active; P43220; note: potency is the fitted concentration of half-maximal effect; % is set by controls: 0 for no effect and ±100 for the full control effect; nearly all actives have a fitted effect of over 55% in size
# Target sequence (P43220 whole entry, looked up): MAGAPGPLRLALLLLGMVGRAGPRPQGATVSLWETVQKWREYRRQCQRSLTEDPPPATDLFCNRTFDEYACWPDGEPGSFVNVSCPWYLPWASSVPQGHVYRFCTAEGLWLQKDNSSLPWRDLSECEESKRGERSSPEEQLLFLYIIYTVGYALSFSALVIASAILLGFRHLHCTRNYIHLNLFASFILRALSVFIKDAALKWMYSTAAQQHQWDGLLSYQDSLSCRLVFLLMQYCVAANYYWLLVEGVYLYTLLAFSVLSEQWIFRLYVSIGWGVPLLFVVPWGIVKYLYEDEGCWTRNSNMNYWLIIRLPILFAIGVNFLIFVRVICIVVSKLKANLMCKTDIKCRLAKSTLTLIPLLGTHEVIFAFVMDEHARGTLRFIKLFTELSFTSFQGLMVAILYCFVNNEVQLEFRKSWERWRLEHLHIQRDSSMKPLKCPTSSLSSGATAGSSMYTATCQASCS
#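 GLP-1R inverse agonism mode: basal reporter luminescence in engineered HEK293 cells measured after one day of compound exposure at 37 deg C, with a 12 min room-temperature detection step.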
# Abeta rescue = compounds reversing amyloid beta toxicity in yeast; yeast expressing A-beta42, growth rescue, OD600, 48 h; response scale: 0% DMSO, 100% iron-clioquinol control; Potency, µM (titrated, usually from 46.1 µM), without a hit: top-dose growth rescue, hits mostly activators; 410,000 compounds, 0.063% hits; note: potency is the fitted concentration of half-maximal effect; nearly all actives have a fitted effect of over 55% in size
#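 Growth rescue measured by 600 nm absorbance after 48 h yeast culture at 30 C with compound. Values normalized between DMSO and an equimolar ferric chloride plus clioquinol control.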
# * hit, by the source's call; i = inactive; u = inconclusive; x = no result given; & = joins results of further samples; [ ] = dose if it differs, or a comment. Unless noted, calls come from the whole dose curve; as a rule, active = well fitted curve in the direction sought with a large enough effect; inconclusive = small, poorly fitted or top-dose-only effect, or another doubt; inactive = no such curve, though single readings can be large; an effect the other way counts as inactive or inconclusive. An excerpt. The share of hits here may be higher or lower than overall.
SMILES,aSyn yeast inh,GLP1R cytotox,FUS suppressor,Akt phos inh,PTHR1 agonist,TDP43 rescue,Mm-Cpn inhibitor,GLP1R inv ag,Abeta rescue
COC(=O)c1c(NC(C)=O)sc(Cc2ccccc2)c1C,-8%,18%,39%,i,-36%[57.5 µM],12%,-1%,-23%,-26%
Cc1cccc(OCCc2c(C)[nH]c(=S)[nH]c2=O)c1,-8%,11%,21%,i,-6%,10%,-14%,-19%,-1%
Cc1ccc(C)c(NC(=S)NC(NC(=O)Cc2cccc3ccccc23)C(Cl)(Cl)Cl)c1 (stereo not drawn),-4%,6.3µM*,x,i,23%,-4%,0%,u,-14%
COc1cccc(NC(=O)CCSc2nc(-c3ccco3)cc(C(F)(F)F)n2)c1,x,-9%,34%,x,-3%,0%,x,u,6%
CCc1nnc(NC(=O)c2cc([N+](=O)[O-])ccc2N2CCOCC2)s1,0%,7%,-15%,i,i,-4%,-3%,1%,-1%
O=C(/C=C/c1ccccc1Cl)N(Cc1ccc(Cl)cc1)C1CCS(=O)(=O)C1 (stereo not drawn),15%,-22%,u,i,-16%,10%,-1%,u,7%
CCOc1ccc(-n2c(=O)c3sccc3n(CC(=O)Nc3cccc(OC)c3)c2=O)cc1,1%,7%,-7%,i,i,9%,0%,15%,0%
COC(=O)C1CCCCN1C(=O)c1cc(COc2cccc3cccnc23)on1 (stereo not drawn),8%,8%,11%,i,i,8%,1%,19%,12%
Cc1cc2c(nc1C)CCCN2C[C@@H](C)O/N=C1/[C@H]2CCn3c(=O)n(-c4ccccc4)c(=O)n3[C@H]2[C@H](O)[C@@H]2O[C@H]12,-10%,-5%,41%,i,-19%,8%,0%,-34%,-3%
CCC1CN(C(=O)NCc2ccccc2)c2cc(C)ccc2O1 (stereo not drawn),12%,2%&1%,u,i,i,18%,0%,u,5%&-3%
O=[N+]([O-])c1ccc(O)c(C=Nc2cccc3ncccc23)c1,-9%,u,34%,i,-6%,-16%[0.397 µM],-1%,8%,-56%[inhibitor]
CC(C)c1ccc(NC(=O)CSc2ncnc3c2sc2ccccc23)cc1,x,1%,-21%,x,i,-14%,x,12%,-16%
Cc1cc(OCC(=O)NCC(C)C)cc(C)c1Br,-13%,-2%,9%,i,i,11%,1%,u,-11%
CN(c1ccccc1)S(=O)(=O)c1cccc2ccccc12,0%,-27%,2%,i,-20%,2%,-1%,u,16%
Cc1ccc(C)c(N2CCN(C(=O)CCn3c(=S)[nH]c4cc5c(cc4c3=O)OCO5)CC2)c1,x,5%,7%,x,-29%,9%,0%,-4%,14%
O=C(Nc1ccc(NC(=O)c2ccc3c(c2)OCCO3)cc1)c1ccccc1,1%,-35%,u,i,i,-10%,2%,70%[activator],u
CCOc1ccc(S(=O)(=O)N2CCN(c3ccccc3F)CC2)c2cccnc12,14%,18%,x,i,-17%,u,-1%,8%,-26%
O=C(NCCC1=CCCCC1)c1ccc2c(c1)N(Cc1ccccc1)C(=O)c1ccccc1S2=O (stereo not drawn),x,5%,u,x,7%,-5%,x,u,4%
NC(=O)C1CCCN(C(=O)c2cccc(NC(=O)c3cccs3)c2)C1 (stereo not drawn),-8%,1%,4%,i,i,-14%,-1%,19%,-9%
COc1cc(NC(=O)CN2CCN(CC(=O)Nc3ccc(F)cc3)CC2)cc(OC)c1,x,0%,-4%,x,i,7%,x,-9%,-12%
CCn1ccnc1CN(C)C(=O)c1ccc2nc(Cc3ccc(OC)cc3)oc2c1,3%,7%,-1%,i,-24%,5%,0%,2%,13%
O=C(NNC(=O)C1CCCC1)c1ccccc1F,0%,-2%,-8%,i,i,1%,1%,27%,7%
COC(CNC(=O)c1cc(S(=O)(=O)N2CCc3ccccc32)ccc1F)OC,6%,3%,-24%,i,i,4%,0%,-3%,-1%
CN(C(=O)Nc1ccc(Cl)cc1Cl)C1CCCC1,-2%,5%,0%,i,-14%,22%,-2%,24%,3%
Cc1cc(C(=O)COC(=O)c2ccc[nH]c2=O)c(C)n1-c1ccccc1F,-23%,6%,14%,i,-46%[inhibitor],21%,3%,-22%,-3%
COCC(C)N1CCC(n2nccc2NC(=O)CCOc2ccccc2)CC1 (stereo not drawn),-1%,-10%,-4%,i,i,17%,0%,5%,12%
O=C(Nc1nc2c(F)cc(F)cc2s1)c1ccco1,-8%,-8%,-11%,i,-54%,u,2%,-24%,-14%
N/C(=N\OC(=O)c1ccco1)c1ccccn1,0%,1%,-19%,i,-26%,u,0%,5%,-24%
CCN(CC(=O)NCc1cccs1)C(=O)Cc1ccc(Cl)c(Cl)c1,-8%,-11%,11%,i,-14%,-27%,1%,u,-6%
CCCCNC(=O)Nc1ccccc1Br,0%,-2%,x,i,-2%,12%,1%,-8%,-1%
CC(C)CNc1cc(=O)n(C)c(=O)n1C,0%,19%,10%,i,i,3%,0%,9%,0%
CCc1ccccc1NC(=O)CNC(=O)CNC(=O)c1cccs1,-1%,-25%,-30%,i,i,14%,0%,-19%,-8%
COc1cc2cc(C)c(SCC(=O)N3CCOCC3)nc2cc1OC,0%,-18%,-6%,i,-15%[57.5 µM],-10%,0%,118%[activator],-1%
O=C(COC(=O)CN1C(=O)C2CCCCC2C1=O)NC1CCS(=O)(=O)C1 (stereo not drawn),22%,-4%,x,i,-1%,-9%,1%,4%,10%
CC1(C(=O)NCc2ccc(Cl)cc2)CCN1C(=O)c1cccc(F)c1 (stereo not drawn),3%,2%,-1%,i,i,u,x,23%,-2%
CC1Cc2ccccc2N1C(=O)CSc1nnc(CNc2ccccc2)o1 (stereo not drawn),2%,1%,12%,i,-7%[57.5 µM],-10%,-5%,-1%,20%
Oc1c(C=C2N=c3ccccc3=N2)sc(=S)n1C1CCCC1,0%,-15%,x,i,i,10%,0%,-2%,16%
COc1cccc(C(=O)NCCS(=O)(=O)NCc2cccnc2)c1,-3%,0%,22%,i,0%,-14%,-1%,4%,3%
COc1cc(/C=N/N(C)C)ccc1OC(=O)c1ccco1,-4%,-3%,10%,i,-65%[inhibitor],-26%,1%,27%,-19%
Cc1cccc(N2CC34C=CC(O3)C(C(=O)O)C4C2=O)c1 (stereo not drawn),1%,3%,16%,i,-25%[57.5 µM],-11%,0%,12%,9%

# A run of entries from the list above:
SMILES,aSyn yeast inh,GLP1R cytotox,FUS suppressor,Akt phos inh,PTHR1 agonist,TDP43 rescue,Mm-Cpn inhibitor,GLP1R inv ag,Abeta rescue
COc1cc(/C=N/N(C)C)ccc1OC(=O)c1ccco1,-4%,-3%,10%,i,-65%[inhibitor],-26%,1%,27%,-19%
Cc1cccc(N2CC34C=CC(O3)C(C(=O)O)C4C2=O)c1 (stereo not drawn),1%,3%,16%,i,-25%[57.5 µM],-11%,0%,12%,9%

# (more compounds)
SMILES,aSyn yeast inh,GLP1R cytotox,FUS suppressor,Akt phos inh,PTHR1 agonist,TDP43 rescue,Mm-Cpn inhibitor,GLP1R inv ag,Abeta rescue
CC(C)NC(=O)c1cc(-c2ccco2)on1,-9%,-13%,17%,i,i,-21%,0%,14%,-13%
COc1ccc(N2CCN(S(=O)(=O)c3ccc4c(c3)OCCO4)CC2)cc1,19%,-3%,8%,i,-2%,-7%,5%,2%,-2%
Cc1ccc([C@@H]2[C@@H]3C(=O)N(c4ccccc4)C(=O)[C@@H]3[C@]3(C)C(=O)N(Cc4ccccc4)CC(=O)N23)o1,9%,11%,18%,i,-11%,10%,1%,4%,-5%
C#CCOC(=O)CCCC(=O)NCCCCCCCC,0%,8%,-2%,i,-7%,u,1%,-20%,9%
Cc1cc(C(=O)CCC(=O)NCC2COc3ccccc3O2)c(C)s1 (stereo not drawn),12%,-5%,15%,i,i,u,-3%,-27%,20%
O=C(c1ccc2c(=O)n3c(nc2c1)CCC3)N1CCN(S(=O)(=O)c2cccc(F)c2)CC1,2%,-14%,30%,i,i,-7%,1%,20%,4%
COC(=O)c1cc(-c2cccc(OC)c2)on1,-1%,2%,-11%,i,-11%,u,2%,9%,-8%
O=C(COc1ccccc1)N=C1SC2CS(=O)(=O)CC2N1c1ccccc1F (stereo not drawn),-10%,-3%,-2%,i,-20%,-4%,0%,7%,12%
CS(=O)(=O)Cc1ccc(C(=O)Nc2cccc(-c3nc4ccccc4[nH]3)c2)cc1,1%,-28%,39%,i,i,-16%,-1%,26%,-7%
Cc1ccc(C(C)NC(=O)c2ccco2)cc1C (stereo not drawn),-17%,7%,22%,i,-28%,-16%,-2%,0%,-3%
NC(=O)c1ccc(-c2nnn(CC(=O)N(C3CCCCC3)C3CCS(=O)(=O)C3)n2)cc1 (stereo not drawn),8%,-10%,x,i,-1%,-18%,2%,4%,5%
CC(=O)N/C(=C\c1ccccc1)C(=O)OCC(=O)Nc1cc(S(=O)(=O)N(C)C)ccc1C,-1%,0%,20%,i,-21%,-9%,2%,12%,3%
CCCCCn1c(=O)[nH]c2cc(C(=O)NCc3ccco3)ccc2c1=O,2%,2%,24%,i,i,11%,0%,-6%,29%
COc1ccc(-c2[nH]ncc2CN(C)CCCN2CCOCC2)cc1F,-4%,-5%,10%,i,i,-20%,0%,16%,-10%
CC(NC(=O)c1ccc(F)cc1)c1ccc2c(c1)CCCC2 (stereo not drawn),-8%,1%,6%,i,-14%[57.5 µM],7%,0%,10µM*,13%
COc1ccccc1NC(=O)CCN1C(=O)c2ccccc2C1=O,8%,13%,4%,i,i,u,2%,20%,-2%
O=C(NCCNCc1cccs1)c1ccccc1F,6%,1%[0.307 µM],-11%,i,-20%,-7%,1%,1%[0.307 µM],7%

# Source: PubChem (National Center for Advancing Translational Sciences (NCATS))
